M4 antag: human M4 muscarinic receptor antagonists, primary screen, CHO cells, Fluo-8 calcium fluorescence | Muscarinic acetylcholine receptor M4 (Homo sapiens), P08173 | 0.73% of 360,000 active | inhibition, % at 3 µM | CHO-hM4 cells, ACh EC80;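 active = inhibition above its plate's cutoff, the mean inhibition of sample wells plus 3 SD, cut at about 27% in these data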;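 also: 0% = acetylcholine EC80 with DMSO and 100% = DMSO without agonist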
Target sequence (P08173 whole entry, looked up): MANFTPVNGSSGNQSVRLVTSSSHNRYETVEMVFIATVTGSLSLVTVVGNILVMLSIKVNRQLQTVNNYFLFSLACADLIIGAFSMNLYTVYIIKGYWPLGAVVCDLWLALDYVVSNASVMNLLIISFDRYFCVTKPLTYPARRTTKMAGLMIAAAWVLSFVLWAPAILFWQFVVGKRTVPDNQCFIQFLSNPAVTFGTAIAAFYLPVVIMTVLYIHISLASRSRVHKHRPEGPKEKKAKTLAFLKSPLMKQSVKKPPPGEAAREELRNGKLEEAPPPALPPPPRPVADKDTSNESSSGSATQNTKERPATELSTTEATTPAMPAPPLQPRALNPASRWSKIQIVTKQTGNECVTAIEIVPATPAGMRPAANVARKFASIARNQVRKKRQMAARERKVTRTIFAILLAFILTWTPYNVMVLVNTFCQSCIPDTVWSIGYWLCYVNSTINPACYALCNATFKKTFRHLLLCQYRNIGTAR
CHRM5 antagonist: human M5 muscarinic receptor antagonists, primary screen, CHO cells, Fluo-8 calcium fluorescence; Muscarinic acetylcholine receptor M5 (Homo sapiens), P08912; CHO-hM5 cells, ACh EC80; inhibition, % at 3 µM; 0.59% of 360,000 active; AID 624040, 2012;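 active = inhibition above a per-plate cutoff, the mean of that plate's test compounds plus 3 SD, cut at about 27% in these data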;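 also: 0% = acetylcholine EC80 with DMSO and 100% = DMSO without agonist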
CHRM5 PAM: human M5 muscarinic receptor positive allosteric modulators, primary screen, CHO-K1 cells, Fluo-8 calcium fluorescence. Muscarinic acetylcholine receptor M5 (Homo sapiens), P08912. CHO-K1 hM5, ACh EC20 PAM; 0% = ACh EC20, 100% = ACh EC100. activation, % at 3 µM. 0.3% of 360,000 active;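 active = activation above the run cutoff, the mean activation of all test compounds plus 3 SD, cut at about 18% in these data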
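Probe or stimulus: acetylcholine, EC20 level; Assay system: human M5 receptor in CHO-K1 cells; Schedule: compound preincubation 140 s before EC20 acetylcholine addition; Technique: intracellular calcium via Fluo-8 fluorescence; Dosing: single-point, 3 µM nominal; Read-out basis: percent activation from peak-over-basal fluorescence ratio, scaled EC20-to-EC100 acetylcholine; Repeats: one well per compound, no replicates.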
M1 PAM: human M1 muscarinic receptor positive allosteric modulators, primary screen, CHO-K1 cells, Fluo-8 calcium fluorescence, 1536-well; activation, % at 3 µM; CHO-K1 hM1, ACh EC20; 0% = ACh EC20, 100% = maximal ACh; 0.088% of 360,000 active; in the data active = activation above about 19%, passing the limit was not always enough
Target sequence (P11229 whole entry, looked up): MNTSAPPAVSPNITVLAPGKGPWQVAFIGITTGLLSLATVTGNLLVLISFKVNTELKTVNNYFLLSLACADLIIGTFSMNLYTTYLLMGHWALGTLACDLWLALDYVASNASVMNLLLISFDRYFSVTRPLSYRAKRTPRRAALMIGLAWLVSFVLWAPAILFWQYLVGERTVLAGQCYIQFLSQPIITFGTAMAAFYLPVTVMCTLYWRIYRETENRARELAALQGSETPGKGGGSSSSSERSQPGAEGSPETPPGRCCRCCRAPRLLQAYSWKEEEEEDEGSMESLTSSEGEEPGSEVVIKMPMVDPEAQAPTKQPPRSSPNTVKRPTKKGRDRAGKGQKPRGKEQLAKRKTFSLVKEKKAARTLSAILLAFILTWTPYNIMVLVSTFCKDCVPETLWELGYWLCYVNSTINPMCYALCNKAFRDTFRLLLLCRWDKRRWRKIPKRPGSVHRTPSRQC
CHRM4 PAM: human M4 muscarinic receptor positive allosteric modulators, primary screen, CHO-K1 cells, Fluo-8 calcium fluorescence; Muscarinic acetylcholine receptor M4 (Homo sapiens), P08173; CHO-K1 hM4/Gqi5, ACh EC20; 0% = ACh EC20, 100% = maximal ACh; activation, % at 3 µM; 0.4% of 360,000 active;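 active = activation above its plate's cutoff, the mean activation of sample wells plus 3 SD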; also: some results filed as inactive read as strong as hits
CRFR2-BP antag: antagonists of CRF-BP/CRF-R2 complex, primary screen, cell-based, HEK293, calcium dye fluorescence, uHTS; CRF-induced calcium fluorescence; inhibition, % at 11.8 µM; 0.59% of 350,000 active; AID 588475, 2011;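 active = inhibition of the ligand-induced calcium signal above about 50% at the single tested concentration, limit read from the data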
M5 ag: human M5 muscarinic receptor agonists, primary screen, CHO-K1 cells, Fluo-8 calcium fluorescence | 0.19% of 360,000 active | CHO-K1 hM5 cells; 0% DMSO wells, 100% maximal acetylcholine response | activation, % at 3 µM | Muscarinic acetylcholine receptor M5 (Homo sapiens), P08912;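 active = activation above the run's mean over test compounds plus 3 SD, cut at about 23% in these data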;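 also: signal is peak over basal fluorescence ratio across the kinetic read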
M4 ag: human M4 muscarinic receptor agonists, primary screen, CHO-K1 cells, Fluo-8 calcium fluorescence. activation, % at 3 µM. 0.14% of 360,000 active. CHO-K1 hM4/Gqi5; vehicle 0%, full acetylcholine response 100%. AID 624127, 2012;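 active = activation above the run mean over all test wells plus 3 SD, cut at about 32% in these data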;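 also: peak over basal fluorescence ratio per well then scaled between controls; 0% = DMSO wells and 100% = acetylcholine at EC100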
CRFBP-R2 agonist: agonists of CRF-BP/CRF-R2 complex, primary screen, cell-based, HEK293, calcium dye fluorescence, uHTS. AID 588473, 2011. activation, % at 13.2 µM. calcium dye fluorescence (FLIPR); percent of saturating CRF peptide response. 0.46% of 350,000 active;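 active = activation of at least 50%, plus an integration ratio under a set limit after plate pattern correction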;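 also: plate controls were neutral control wells without compound for no effect and CRF at EC100 for full effect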
The depositor's hits bear a star; . = not tested or not shown.

Below each SMILES – M4 ag, CHRM5 PAM, CRFBP-R2 agonist, M4 antag, CHRM5 antagonist, M5 ag, CRFR2-BP antag, CHRM4 PAM, M1 PAM
COc1ccc(N2CC(C(=O)Nc3nccs3)CC2=O)cc1 (stereo not given)
  1, 5, 0.3, -12, -2, -6, -1, 4, 6
Cc1nc2nc(C)c(NS(=O)(=O)c3ccc4c(c3)CCCC4)c(=O)n2[nH]1
  2, -3, -0.1, 8, 6, -4, 4, -16, -7
C[C@@H](NC(=O)[C@@H]1Cc2ccccc2CN1)C(=O)Nc1ccc2c(c1)OCO2
  1, -2, 7.3, -12, 2, 0, -13, 3, -1
COc1ccc(C(C(=O)NC(C)(C)C)N(Cc2cccs2)C(=O)CCC(=O)Nc2cc(C)on2)cc1 (stereo not given)
  1, -6, 0.8, -4, 3, -8, -4, 4, 6
COc1ccc(-c2csc3nc(C)n(-n4cccc4)c(=O)c23)cc1OC
  1, -2, -0.3, 2, 4, 2, 21, 7, 10
Cc1cc(/C=N/NC(=O)c2cc3ccccc3o2)c(C)n1C
  15, -14, -1.9, 4, 17, -4, 14, -10, -9
O=C(Nc1scc(-c2ccccc2)c1C(=O)O)c1ccccc1Cl
  14, -9, -0.7, 1, 10, 1, 3, -9, -1
CCOC(=O)/C(=C/c1ccc(OC(=O)c2ccncc2)cc1)C(C)=O
  1, 2, 0.0, 8, 3, -2, -8, -2, 0
COc1ccc([N+](=O)[O-])c(O)c1C(C)=O
  -1, 2, 1.4, 3, 2, 1, 19, 4, 15
CCC(C)N(CCNC(=O)CC1Oc2ccc(C)cc2NC1=O)C1CCCCC1 (stereo not given)
  0, -22, 1.1, 71*, 18, -6, -13, -18, -35
Cc1ccc(NC(=O)NNC(=O)c2ccc3c(c2)NC(=O)C(C)(C)O3)cc1
  1, 2, -0.5, -1, 3, -3, 11, -3, 7
Cc1cc(Nc2nc3c(c(=O)n(C)c(=O)n3C)n2C)n(-c2ccc(Cl)cc2)n1
  1, 4, 0.2, -5, 2, -1, -11, 11, 8
COc1cc(C(=O)N/N=C/c2cn(Cc3ccccc3)c3ccccc23)ccc1O
  5, -1, 1.3, 1, 11, -1, 13, 2, 6
O=C(Cc1cccs1)Nc1ccc(-c2nnc(-c3ccco3)o2)cc1
  2, 4, -1.1, -4, -4, -1, -16, 2, 0
CCNC(=O)C1(C)CCCN1C(=O)c1ccc(F)c(Cl)c1 (stereo not given)
  0, 2, ., -1, -5, 0, ., 3, 8
COc1cc(Br)c(CCNC(=O)c2ccco2)cc1OC
  2, -5, -0.6, -7, 8, 0, 3, -1, 3
Oc1ccccc1/C=N/Nc1nccnc1Cl
  0, -2, -1.0, -1, -5, -4, 12, 2, 8
C[C@H](CO)N1C[C@H](C)[C@@H](CN(C)Cc2ccc(Cl)c(Cl)c2)OCc2cnnn2CCCC1=O
  3, -2, 8.4, -6, 14, 0, 5, 2, 7
CC1(C)N=C(SCC(=O)Nc2ccc(Cl)cc2)C(c2ccc(Cl)cc2)=N1
  5, -9, 4.3, 13, 7, -3, -16, -8, 0
CCOc1cc(/C=N/Nc2nn3cnnc3c3ccccc23)ccc1O
  1, -3, -0.5, -2, 12, -2, -6, -9, 0
COc1ccc(CCNC(=O)C(C)OC(=O)c2ccco2)cc1OC (stereo not given)
  0, -3, 2.5, 4, 4, 1, 2, -6, 7
COc1cc(OC)cc(-c2c(C#Cc3ccsc3)c3cc(-c4cc(F)cc(F)c4)ccc3n2C)c1
  2, -2, 2.2, -3, 10, 0, -11, 5, 9
O=c1c(-c2cnn(-c3ccccc3)c2)coc2cc(O)ccc12
  2, 11, -2.7, -1, -12, 3, -11, 16, 7
O=C(NN=C1CCCC1)c1ccccc1OCCOc1ccccc1
  2, -12, -0.5, -10, 8, -1, -12, -4, 4
COc1cccc(-c2nnc3sc(-c4ccco4)nn23)c1
  1, -2, 0.6, 6, 0, -2, -17, 15, 4
COc1cc(C(=O)Nc2ccc(N(C)C)cc2)c([N+](=O)[O-])cc1OC
  1, -4, 0.9, 8, 5, -3, 1, -6, -2
Cc1ccccc1OCC(=O)Nc1cc(S(=O)(=O)N2CCOCC2)ccc1N1CCCC1
  3, -2, -0.2, -1, 0, -4, 10, 0, 5
CCCCC(=O)Nc1nnnn1CCC
  0, 1, -3.6, 6, 4, 1, 30, 1, 6
COC(=O)c1ccccc1NC(=O)CSc1ccccc1
  -1, -3, -0.1, 2, 5, -11, 21, 0, 10
COc1cccc(CC2(CO)CCCN(Cc3cn[nH]c3-c3ccccc3)C2)c1 (stereo not given)
  1, -2, 0.7, -6, -4, -2, -22, -4, 4

Some of the entries so far, as labelled records:
O=C(NN=C1CCCC1)c1ccccc1OCCOc1ccccc1
  M4 ag = 2
  CHRM5 PAM = -12
  CRFBP-R2 agonist = -0.5
  M4 antag = -10
  CHRM5 antagonist = 8
  M5 ag = -1
  CRFR2-BP antag = -12
  CHRM4 PAM = -4
  M1 PAM = 4
COc1cccc(-c2nnc3sc(-c4ccco4)nn23)c1
  M4 ag = 1
  CHRM5 PAM = -2
  CRFBP-R2 agonist = 0.6
  M4 antag = 6
  CHRM5 antagonist = 0
  M5 ag = -2
  CRFR2-BP antag = -17
  CHRM4 PAM = 15
  M1 PAM = 4

The list continues.
Below each SMILES – M4 ag, CHRM5 PAM, CRFBP-R2 agonist, M4 antag, CHRM5 antagonist, M5 ag, CRFR2-BP antag, CHRM4 PAM, M1 PAM
O=C(c1ccco1)N1CCN(S(=O)(=O)Cc2ccc(Cl)cc2)CC1
  3, -2, 0.3, -2, 5, 4, 13, -2, 3
CCOc1ccc(NC(=O)C2CCCN(S(=O)(=O)c3cnc[nH]3)C2)cc1 (stereo not given)
  1, 0, -2.5, -10, 3, 0, 20, 5, 7
Cc1ccc(CCNC(=O)C2CCN(S(=O)(=O)c3cccc4cccnc34)CC2)cc1
  10, -7, -0.2, -10, -3, 2, -12, -7, 1
c1ccc(Nc2c3c(nc4ccccc24)CCC3)cc1
  8, -11, 0.3, 0, 13, -5, 20, -6, -1
CC(NC(=O)c1ccccc1Cl)C1CC2CCC1C2 (stereo not given)
  0, 5, -0.8, 6, -1, -1, 1, 2, 13
CCOC(=O)C1=C(O)C(=O)N(Cc2ccc(C(C)(C)C)cc2)CC1
  4, -1, 0.1, -2, 1, 0, -21, -5, 8
COc1ccccc1C(=O)NCC(=O)OCc1nnc(-c2ccccc2)o1
  3, -1, 0.1, -9, 7, 2, -5, -1, 3
Cc1cc(NC(=O)C(C)Oc2ccc(C(C)(C)C)cc2)no1 (stereo not given)
  3, -1, 3.1, 3, -1, 1, -41, -4, 2
CCOC(=O)C1=CN(Cc2cccc(F)c2)S(=O)(=O)N(CC)C1c1ccc2ccccc2c1 (stereo not given)
  1, -1, 9.6, -12, 7, 1, -10, 15, 19
CCc1ccc(N2CC(C(=O)Nc3cc(C)on3)CC2=O)cc1 (stereo not given)
  0, 0, -0.7, -13, 12, -5, -1, -4, -7
COC(=O)C1=C(CN2CCc3ccccc32)NC(=O)NC1c1cc(C)ccc1C (stereo not given)
  1, -4, -1.0, 3, 2, -2, -32, -1, 6
O=C(/C=C/c1ccccc1)N1c2ccccc2Sc2ccc(C(F)(F)F)cc21
  0, 7, -3.0, -7, 7, 2, 12, 29*, 17
CCN(CCCC(=O)c1ccc(F)cc1)CCc1ccccc1
  2, -5, 2.2, 23, 5, -8, 12, -15, -26
COC(=O)C(C)Oc1ccc2c(c1)O/C(=C\c1cccc(Br)c1)C2=O (stereo not given)
  0, -1, 1.5, 0, 8, -1, 13, 6, 0
O=C(CSCc1ccccc1)NNC(=S)Nc1cccc(Cl)c1Cl
  8, -12, 13, 2, 6, 5, 31, -7, -5
COc1ccccc1NS(=O)(=O)c1cccc(C(=O)NCc2ccncc2)c1
  3, 0, 0.1, -3, -6, 2, 2, 17, 14
O=C1c2ccccc2C(=O)N1OCCOCCOCCON1C(=O)c2ccccc2C1=O
  2, -4, -1.1, -4, 0, 0, -4, -2, 3
CCOc1ccc(C(=O)NC(=S)Nc2cc(C)ccn2)cc1[N+](=O)[O-]
  0, -2, 5.5, -2, 12, -2, -11, -12, -1
CCOC(=O)CCc1c(C)c2ccc(OC3CCCCC3=O)c(C)c2oc1=O (stereo not given)
  13, -9, -1.6, 10, 18, 2, -10, -13, 1
CC1CCN(C(=O)CSc2nc(N)cc(N)n2)CC1
  0, -6, 1.9, -15, 3, 3, -1, 9, 8
CCn1nc(C)c(CNC(=O)CCc2nnc(Cc3c[nH]c4ccccc34)o2)c1C
  0, 3, 4.9, -3, 7, -1, -18, 5, 6
Cc1nn(-c2ccccc2)c2c1C(c1c(C)[nH]c(C#N)c1C)C(C#N)=C(N)O2 (stereo not given)
  2, 2, 0.6, -7, -12, 1, -10, 1, 3
Cc1ccc2nc3c(cc2c1)c(NC(=O)c1ccccn1)nn3CC(C)C
  0, 0, -0.3, 1, 2, 0, -11, 8, 0
Cc1ccc2nsnc2c1NC(=O)CCl
  0, 1, 4.0, 1, 2, -3, -2, 5, 12
NCC(=O)NNC(=O)OCC1c2ccccc2-c2ccccc21
  1, 2, -0.8, 4, 15, -5, 14, -3, 6
CN(CCO)c1ccc2c(c1)OC[C@H](Cc1ccccc1)NS2(=O)=O
  4, -4, ., -4, 3, 2, ., 4, .
CSc1nc(-c2ccc(C)cc2)nc(C(Cl)Cl)n1
  0, 2, -2.4, -3, -7, -2, 10, -3, 1

Taken from above.
Value for `O=C1c2ccccc2C(=O)N1OCCOCCOCCON1C(=O)c2ccccc2C1=O` in M5 ag: 0
Value for `CSc1nc(-c2ccc(C)cc2)nc(C(Cl)Cl)n1` in CHRM5 antagonist: -7
Value for `Cc1ccc2nsnc2c1NC(=O)CCl` in CHRM4 PAM: 5
Value for `CN(CCO)c1ccc2c(c1)OC[C@H](Cc1ccccc1)NS2(=O)=O` in M4 ag: 4
Value for `CC1CCN(C(=O)CSc2nc(N)cc(N)n2)CC1` in M4 ag: 0
Value for `CCOC(=O)CCc1c(C)c2ccc(OC3CCCCC3=O)c(C)c2oc1=O` (stereo not given) in CHRM5 PAM: -9
Value for `NCC(=O)NNC(=O)OCC1c2ccccc2-c2ccccc21` in M5 ag: -5
